TDP1 cell noCPT: qHTS for Inhibitors of human tyrosyl-DNA phosphodiesterase 1 (TDP1): qHTS in cells in absence of CPT | DT40 Tdp1-/- hTDP1 cells, no CPT, ATP luminescence, 48 h | Potency, µM (doses to about 46.2 µM), for inactives: at the highest dose activity change, negative = growth inhibition, hits mostly inhibitors | 420,000 tested, 15% active; also: nearly all actives have a fitted effect of over 55% in size
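Seeded 400 DT40-hTDP1 cells/well (vehicle DMSO, no 20 nM CPT); pinned compounds; ≥48 hr at 37 °C; CellTiter-Glo luminescence as viability measure.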
TDP1 block: qHTS Assay for Inhibitors of Tyrosyl-DNA Phosphodiesterase (TDP1). Tyrosyl-DNA phosphodiesterase 1 (Homo sapiens), Q9NUW8. recombinant TDP1, AlphaScreen DNA substrate cleavage. Potency, µM (doses to about 130 µM), for inactives: at the top dose activity change, negative = inhibition, usual class: inhibitors. 350,000 tested, 0.28% active; also: nearly all actives have a fitted effect of over 40% in size
Target sequence (Q9NUW8 whole entry, looked up): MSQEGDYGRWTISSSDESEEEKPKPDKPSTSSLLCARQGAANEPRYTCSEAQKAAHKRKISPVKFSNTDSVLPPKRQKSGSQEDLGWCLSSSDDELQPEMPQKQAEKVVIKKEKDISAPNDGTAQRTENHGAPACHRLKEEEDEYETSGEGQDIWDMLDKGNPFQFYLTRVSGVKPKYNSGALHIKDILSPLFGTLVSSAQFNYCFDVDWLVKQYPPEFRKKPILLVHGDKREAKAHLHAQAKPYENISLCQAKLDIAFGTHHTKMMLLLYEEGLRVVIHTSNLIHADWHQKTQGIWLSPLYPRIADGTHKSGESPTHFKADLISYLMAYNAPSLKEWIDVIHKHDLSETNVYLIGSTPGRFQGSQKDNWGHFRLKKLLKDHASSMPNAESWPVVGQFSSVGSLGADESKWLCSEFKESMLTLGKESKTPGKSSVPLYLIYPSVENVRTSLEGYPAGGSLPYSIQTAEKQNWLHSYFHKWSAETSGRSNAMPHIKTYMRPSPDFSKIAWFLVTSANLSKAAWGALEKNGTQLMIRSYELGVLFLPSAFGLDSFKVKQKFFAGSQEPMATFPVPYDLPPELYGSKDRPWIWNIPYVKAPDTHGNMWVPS
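Recombinant human Tdp1 (E. coli-expressed, 1 nM final) preincubated with compounds 15 min at room temperature, then 5'-biotin/3'-phosphotyrosine-FITC DNA substrate (15 nM final) added for 5 min. AlphaScreen beads (10 ug/ml final) added 10 min; cleavage lowers signal.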
TDP1 cell CPT: qHTS for Inhibitors of human tyrosyl-DNA phosphodiesterase 1 (TDP1): qHTS in cells in presence of CPT. chicken DT40 Tdp1-/-;hTDP1 cells + 20 nM CPT, ATP luminescence, 48 h. Potency, µM (titrated, usually from 46.2 µM), for the others: at the top dose activity change, negative = growth inhibition, usual class: inhibitors. 420,000 tested, 12% active; also: nearly all actives have a fitted effect of over 55% in size
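Chicken DT40 Tdp1-/- cells complemented with human TDP1, 400 cells/well, exposed to compounds plus 20 nM camptothecin for at least 48 h at 37 C; viability read as ATP content by CellTiter-Glo luminescence.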
* marks the source's active call; other numbers are inactive results; ? = inconclusive; / = no result given; & = joins results of further samples; [ ] = dose if it differs, or a comment. Calls follow the shape of the dose curve; as a rule, active = well fitted curve in the direction sought with a large enough effect; inconclusive = small, poorly fitted or top-dose-only effect, or another doubt; inactive = no such curve, though single readings can be large; an effect the other way counts as inactive or inconclusive. % is scaled to controls: 0 for no effect and ±100 for the full control effect; potency is read from the fitted curve at half-maximal effect. A portion of the library. The share of hits here may be higher or lower than overall.

SMILES	TDP1 cell noCPT	TDP1 block	TDP1 cell CPT
CN1C(=O)CC(c2ccccc2)Nc2ccccc21 (configuration not stated)	-4%	0%	6%
N#CC1(N2CCCCC2)CCCCC1	0%	/	-4%
CCOc1ccc(Br)c(C2(O)CC(C)N(C)CC2C)c1 (configuration not stated)	-24%	9%	3%
C[C@]12CCC3C(CC[C@H]4C[C@H](O)CC[C@]34C)C1C[C@H](O)[C@@H]2O (some centres not stated)	-30%	0%	?
COC(=O)C1=C(c2cccc(OCc3ccccc3)c2)C[C@@H]2CC[C@H]1N2C(=O)NCc1ccccc1OC	23µM*	2%	?
c1cc2ccc3cccc4ccc(c1)c2c34	-21%[92.5 µM]	8%	-9%[92.5 µM]
C[C@@]12CC[C@@H]3c4ccc(O)cc4C[C@H](CCCCCCCCCS(=O)CCCC(F)(F)C(F)(F)F)[C@H]3[C@@H]1CC[C@@H]2O (some centres not stated)	12µM*	13%[56.1 µM]	-58%
COc1ccc(-c2nc3ccc(C(=O)N4CCC5(CC4)OCCO5)cc3nc2-c2ccc(OC)cc2)cc1	?	-1%	?
CN(C)CCn1cnc2ccccc21	25%	1%	5%
CC1CCC(C(C)C)C(OC(=O)COC(=O)c2ccccc2N)C1 (configuration not stated)	?	3%	?
O=c1[nH]c(=O)n(-c2cccc3ccccc23)c(O)c1C=NCc1ccc2c(c1)OCO2	0%	5%	-4%
CN1CC(C(=O)c2ccc(Cl)cc2)C(c2ccccc2)C1 (configuration not stated)	?	/	?

Given with each value named: entries from further up
compound: COC(=O)C1=C(c2cccc(OCc3ccccc3)c2)C[C@@H]2CC[C@H]1N2C(=O)NCc1ccccc1OC
  TDP1 cell noCPT = 23µM*
  TDP1 block = 2%
  TDP1 cell CPT = ?
compound: c1cc2ccc3cccc4ccc(c1)c2c34
  TDP1 cell noCPT = -21%[92.5 µM]
  TDP1 block = 8%
  TDP1 cell CPT = -9%[92.5 µM]
compound: C[C@@]12CC[C@@H]3c4ccc(O)cc4C[C@H](CCCCCCCCCS(=O)CCCC(F)(F)C(F)(F)F)[C@H]3[C@@H]1CC[C@@H]2O (some centres not stated)
  TDP1 cell noCPT = 12µM*
  TDP1 block = 13%[56.1 µM]
  TDP1 cell CPT = -58%

Four of the compounds above, with two lines to a compound.
Values run as follows: TDP1 cell noCPT, TDP1 block, TDP1 cell CPT
> C[C@]12CCC3C(CC[C@H]4C[C@H](O)CC[C@]34C)C1C[C@H](O)[C@@H]2O (some centres not stated)
  -30%, 0%, ?
> CN(C)CCn1cnc2ccccc21
  25%, 1%, 5%
> COc1ccc(-c2nc3ccc(C(=O)N4CCC5(CC4)OCCO5)cc3nc2-c2ccc(OC)cc2)cc1
  ?, -1%, ?
> N#CC1(N2CCCCC2)CCCCC1
  0%, /, -4%

Following part:
SMILES	TDP1 cell noCPT	TDP1 block	TDP1 cell CPT
COC(=O)C1=C(c2ccc(C(C)=O)cc2)C[C@@H]2CC[C@H]1N2C(=O)N1CCCCC1	16µM*	1%	21µM*
COc1cc(CN2CCN(C(=O)Cc3ccccc3)CC2)cc(OC)c1OC	0%	/	1%
CCCc1nc(SC)ncc1C(=O)Nc1ccc(Cl)cc1C(=O)c1ccccc1	23µM*	6%	?
CC1C2Cn3c(nc4ccccc43)C1N(C)O2 (configuration not stated)	6%	2%	-1%
CCCCCCn1c(O)c(C=NCCCn2ccnc2)c(=O)[nH]c1=O	-22%	6%	-15%
COc1ccccc1Oc1c(C)oc2cc(OC(=O)N(C)C)ccc2c1=O	1%	/	-20%
CC(=O)C1CCC2C3CCC4CC(O)CCC4(C)C3C(=O)CC12C (configuration not stated)	-27%	/	-1%
CNC(=O)c1cccn(Cc2cc(C(F)(F)F)cc(C(F)(F)F)c2)c1=O	?	-5%	?
CC/C(=N\N1CCN(C)CC1)c1c(O)[nH]c(=O)[nH]c1=O	-21%	1%	-16%
CN1CCN(Cc2ccc(OC(F)(F)F)cc2)CC1	-3%	1%	0%
COc1ccc(Cl)cc1NC(=O)C1CCN(c2nnc(C)c3c(C)n(-c4ccccc4)nc23)CC1	15µM*	3%	18µM*
C=CC1CN2CCC1CC2[C@@H](OC(=O)c1ccc(OC)cc1)c1ccnc2ccccc12 (some centres not stated)	?	5%	?
NC(=O)c1cc([N+](=O)[O-])cc([N+](=O)[O-])c1	?	4%	?
Cc1ccc(Cn2cccc(C(=O)Nc3ccc4c(c3)OCO4)c2=O)cc1	-17%	3%	-24%
O=NN1CCCC1c1cccnc1 (configuration not stated)	10%	5%	-1%
Cn1c(O)c(C=NCCCNC2CCCCC2)c(=O)n(C)c1=O	7%	6%[56.1 µM]	5%
CC(C)CCn1c(N)c(C(=O)OCC2CCCO2)c2nc3ccccc3nc21 (configuration not stated)	?	6%	?
CN(C)c1ccc(/C=C2\CC3C4CC=C5CC(O)CCC5(C)C4CCC3(C)C2=O)cc1 (configuration not stated)	?	1%	?
CC(=NCc1ccc2c(c1)OCO2)c1c(O)n(C)c(=O)n(C)c1=O	?	2%	?
CCN(CC)CCO[C@H]1CC[C@@]2(C)C(=CC[C@@H]3[C@@H]2CC[C@]2(C)C(=O)CC[C@@H]32)C1	2.7µM*	/	24µM*
CC(CO)(CO)N=Cc1c(O)n(-c2cccc3ccccc23)c(=O)[nH]c1=O	-12%	5%	1%
COc1ccc(C(c2nnnn2-c2ccc(OC)cc2)N2CCC(n3c(=O)[nH]c4ccccc43)CC2)cc1 (configuration not stated)	9.2µM*	/	18µM*
O=C(Cc1ccc(Cl)c(Cl)c1)N1CCCC[C@H]1CN1CCCC1	27µM*	12%[56.1 µM]	27µM*
CCn1c(O)c(N=Nc2ccc(S(=O)(=O)N3CCOCC3)cc2)c(=O)n(CC)c1=S	-1%	4%	-13%

Part of the list above with just TDP1 cell CPT:
Structure	TDP1 cell CPT
CCn1c(O)c(N=Nc2ccc(S(=O)(=O)N3CCOCC3)cc2)c(=O)n(CC)c1=S	-13%
O=C(Cc1ccc(Cl)c(Cl)c1)N1CCCC[C@H]1CN1CCCC1	27µM*
CC(C)CCn1c(N)c(C(=O)OCC2CCCO2)c2nc3ccccc3nc21 (configuration not stated)	?

Later entries
SMILES	TDP1 cell noCPT	TDP1 block	TDP1 cell CPT
COc1cc(CNC(=O)CCCC/C=C\C(C)C)ccc1O	?	3%	?
NCC(CC(=O)O)c1ccc(Cl)s1 (configuration not stated)	-1%	5%	11%
COc1ccc(NC(=O)CN(C)C(=O)CSC(c2ccccc2)c2ccccc2)cc1	?	1%	-28%
CC(=O)c1ccc(OC(NC(=O)Cc2ccccc2)C(Cl)(Cl)Cl)cc1 (configuration not stated)	-1%	6%	-23%
CCOc1cc(-c2nc3c(C)cccn3c2NCC2CCCO2)ccc1O (configuration not stated)	?	2%	?
CCC(CO)(C(=O)OC1C[N+]2(C)CCC1CC2)c1ccccc1 (configuration not stated)	-4%	0%	-4%
CC/C(=N\N1CCCCCC1)c1c(O)n(-c2ccccc2C)c(=O)[nH]c1=O	15µM*	8%	21µM*
CCc1ccc(NC2=NCCCS2)cc1	?	5%	-29%
C[N+](C)(C)CC1CCCC(C[N+](C)(C)C)C1=O (configuration not stated)	0.058µM*	/	0.041µM*
COc1c(C)cc(Br)cc1C(=O)Nc1ccc(-c2nc3ncccc3o2)cc1	4.6µM*	3%	6.5µM*
Cc1ccc2c(CN3CC=C(c4ccccc4)CC3)cc(=O)oc2c1C	23µM*	8%	?
Clc1ccc(C2(Cn3cncn3)OCCO2)c(Cl)c1	-23%	4%	-4%

One compound at a time, as listed above. Screens in order: TDP1 cell noCPT, TDP1 block, TDP1 cell CPT
CCc1ccc(NC2=NCCCS2)cc1 is entered as ?, 5%, -29%
COc1ccc(NC(=O)CN(C)C(=O)CSC(c2ccccc2)c2ccccc2)cc1 is entered as ?, 1%, -28%

The listing continues.
SMILES	TDP1 cell noCPT	TDP1 block	TDP1 cell CPT
CCOP(=O)(OCC)C(O)c1ccc(OC)cc1 (configuration not stated)	5%	7%	10%
CC(=O)CC(=O)C1C(=O)N(C)C(=O)N(C)C1=O	7%	-6%	-6%
COC(=O)[C@@]12CCCCN1[C@H](c1ccc(-c3ccc(Cl)c(Cl)c3)c(OC)c1)[C@H]1C(=O)N(C)C(=O)[C@H]12	16µM*	2%	18µM*
CCC1(C(=O)c2ccc(C)cc2)C2c3ccccc3OC(=O)C21C(=O)O (configuration not stated)	2%	7%	-14%
O=C(CCN1CC2CCC(CC2)C1)c1cccs1	4.1µM*	/	2.1µM*
COc1cccc(C(=O)N2CCC3(CC2)OCCO3)c1	-5%	1%	0%
Cc1cccc(OCC(=O)N2CCN(Cc3ccncc3)CC2)c1	-7%	/	-23%
CCOP(=O)(OCC)C(Nc1cccc(C(F)(F)F)c1)c1ccc(C)cc1 (configuration not stated)	18µM*	5%	?
CN(C)c1ccc(NC(=O)Oc2ccccc2)cc1	-16%	10%	-17%
CCOP(=O)(OCC)C(CC)N1CCOCC1 (configuration not stated)	-3%	0%	2%
CCOC(=O)C1(c2ccccc2)CCN(CC(O)c2ccc(NC(C)=O)cc2)CC1 (configuration not stated)	-18%	/	12%
COc1cc(CCN)cc(OC)c1OC	-13%[92.5 µM]	/	5%[92.5 µM]
CCOc1ccc(CN(CCc2ccc3c(c2)OCO3)Cc2cccc(Br)c2)cc1	?	-1%[12.3 µM]	2.1µM*
O=[N+]([O-])c1nccn1CC(O)CN1CC1 (configuration not stated)	10µM*	/	12µM*
CCCNC(=O)N1[C@H]2CC[C@@H]1C(C(=O)OC)=C(c1ccc(F)cc1F)C2	?	0%	?
COc1ccc(NC(=O)CSc2nc(-c3cccs3)cc(C(F)(F)F)n2)cc1Cl	23µM*	2%	16µM*
CN1CCN(c2nccc3c2ncn3C)CC1	-5%	1%	-9%
O=C(Cc1ccc(Cl)c(Cl)c1)Nc1cccnc1	?	-2%	-19%
CN1CCN(c2ccc(C=O)cc2)CC1	-3%	-2%	4%
O[C@H]1CCCC[C@H]1N1CCC(c2ccccc2)CC1	-4%	-6%&5%[56.1 µM]	-8%
O=C(c1cccn2c(=O)c3cc(Cl)ccc3nc12)N1CCC2(CC1)OCCO2	-12%	3%	7%
Cc1cc(-n2c(/C=C/c3cccs3)nc3ccccc3c2=O)ccc1Br	23µM*	5%	15µM*
CC(Cc1ccccc1)NC(=O)Cc1ccc([N+](=O)[O-])cc1 (configuration not stated)	-2%	/	-17%
CN1C(=O)C(c2ccccc2)C(=O)N(C)C1=O	-5%	/	-2%
CCOc1ccc(/C=C/c2nc(C#N)c(NCc3ccccc3)o2)cc1	1.2µM*	2%	?
CC1CN=C(Nc2ccc(N(C)C)cc2)S1 (configuration not stated)	?	9%	?
O=C(CCCc1ccc(N(CCCl)CCCl)cc1)NCc1ccccc1	0.73µM*	/	0.73µM*
COc1ccc(CC(N)c2csc(NC(=O)Nc3ccccc3Oc3ccccc3)n2)cc1 (configuration not stated)	16µM*	/	?
CC(=O)OC1CC[C@]2(C#N)[C@H]3CC[C@]4(C)[C@H](C5C=CC(=O)O5)CCC4(O)C3CCC2(O)C1 (some centres not stated)	?	/	?
O=C(O)C1C2CCC(O2)C1C(=O)NC1CCCCC1 (configuration not stated)	2%	-3%	-7%
COc1ccc(-n2cnc3cc(C(=O)N4CCC5(CC4)OCCO5)ccc32)cc1	2.6µM*	0%	8.2µM*
CCOC(=O)C(NC(=O)CC)(Nc1ccc(C(O)(C(=O)OCC)C(F)(F)F)cc1C)C(F)(F)F (configuration not stated)	-13%	0%	-18%
CCC(=O)OC1(c2cccc(C)c2)CC(C)N(C)CC1C (configuration not stated)	-24%	2%	-11%
Cc1ccc(-n2c(O)c(C=NC3CCCCC3N)c(=O)[nH]c2=O)cc1C (configuration not stated)	-29%	4%	-25%
CCOP(=O)(OCC)C(NC(=O)c1ccc(C)cc1)C(Cl)(Cl)Cl (configuration not stated)	-2%	5%	19%
O=C1NC(=O)N(Cc2ccco2)C(=O)/C1=C\c1cccn1CCOc1ccccc1	-1%	6%	-18%
CC(C)(C)n1nnnc1C(CCc1ccccc1)N1CCC(n2c(=O)[nH]c3ccccc32)CC1 (configuration not stated)	13µM*	/	13µM*
CC1(C)CC(n2[nH]c(=O)c3c2NC(=O)CSC3c2ccccc2)CCO1 (configuration not stated)	?	2%	?
CC1Cc2ccccc2N1Cc1cccc(S(=O)(=O)N(C)C)c1 (configuration not stated)	?	/	?
Cc1ccc(S(=O)(=O)N2CCCCC2)cc1NC(=O)CN1CC=C(c2ccccc2)CC1	5.2µM*	5%	8.2µM*
O=C1NCc2c1c1c3ccccc3[nH]c1c1[nH]c3ccccc3c21	2.8µM*	1%	3.2µM*

Bioassay records deposited in PubChem BioAssay by National Center for Advancing Translational Sciences (NCATS).
